Bioassay records: PubChem BioAssay, Sanford-Burnham Center for Chemical Genomics
SENP8 block – SENP8 (human) protease inhibition; Q96LD8; recombinant SENP8, Nedd8 substrate fluorescence; inhibition, % at 20 µM; 360,000 compounds, 0.64% hits; AID 602440; in the data active = inhibition mostly above about 40%, no sharp cut-off; inactive = mostly below about 27%
Target sequence (Q96LD8 whole entry, looked up): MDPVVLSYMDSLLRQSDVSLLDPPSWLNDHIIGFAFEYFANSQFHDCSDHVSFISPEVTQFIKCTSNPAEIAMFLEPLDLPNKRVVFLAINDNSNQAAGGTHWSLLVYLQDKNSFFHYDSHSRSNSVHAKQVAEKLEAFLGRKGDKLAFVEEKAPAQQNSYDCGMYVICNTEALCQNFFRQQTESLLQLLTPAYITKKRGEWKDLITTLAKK
SENP6 block – blocks the human protease SENP6. Q9GZR1. Recombinant SENP6 catalytic domain, aminoluciferin luminescence. inhibition, % at 10 µM. 330,000 compounds, 1.8% hits;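 active = inhibition above about 50% at the single tested dose, limit read from the data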;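 note: plate controls were DMSO wells with enzyme for no effect and DMSO wells lacking enzyme for full effect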
Target sequence (Q9GZR1 628-1112 limits assumed): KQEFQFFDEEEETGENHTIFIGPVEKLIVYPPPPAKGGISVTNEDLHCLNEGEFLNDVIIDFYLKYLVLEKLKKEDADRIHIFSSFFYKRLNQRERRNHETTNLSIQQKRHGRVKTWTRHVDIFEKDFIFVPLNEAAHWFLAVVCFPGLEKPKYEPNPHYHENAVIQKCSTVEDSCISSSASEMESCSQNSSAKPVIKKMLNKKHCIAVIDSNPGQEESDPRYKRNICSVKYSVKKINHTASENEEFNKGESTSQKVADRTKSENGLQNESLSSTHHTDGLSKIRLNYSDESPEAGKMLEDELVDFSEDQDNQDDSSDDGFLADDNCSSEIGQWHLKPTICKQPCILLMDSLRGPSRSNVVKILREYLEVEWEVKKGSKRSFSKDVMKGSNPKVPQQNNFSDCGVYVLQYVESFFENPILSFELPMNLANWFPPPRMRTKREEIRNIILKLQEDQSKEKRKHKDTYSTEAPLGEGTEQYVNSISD
hIAP act – increases human intestinal alkaline phosphatase activity; purified human IAP, CDP-Star luminescence, 30 min; stronger effect = higher value; 1 = vehicle-only enzyme, 0 = enzyme-free background; activation factor at 10 µM; 330,000 compounds, 0.16% hits;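 active = activation factor of the enzyme at least 2-fold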; note: the source names both 10 and 20 µM as test concentration; values of inactives mirror those of a sister screen read the other way
SENP1 FRET inh – inhibitors of human SENP1 SUMO protease catalytic domain. Q9P0U3. recombinant SENP1 catalytic domain, CyPet-SUMO1-YPet FRET cleavage. inhibition, % at 10 µM. 360,000 compounds, 0.21% hits. AID 624204;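 active = inhibition at least 30% at 10 µM, raw YFP signal under a set limit, fluorescence ratio 0.5 to 1.5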;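 note: 0% = enzyme with DMSO and 100% = no enzyme wells; some results filed as inactive read as strong as hits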
Target sequence (Q9P0U3 419-644 limits assumed): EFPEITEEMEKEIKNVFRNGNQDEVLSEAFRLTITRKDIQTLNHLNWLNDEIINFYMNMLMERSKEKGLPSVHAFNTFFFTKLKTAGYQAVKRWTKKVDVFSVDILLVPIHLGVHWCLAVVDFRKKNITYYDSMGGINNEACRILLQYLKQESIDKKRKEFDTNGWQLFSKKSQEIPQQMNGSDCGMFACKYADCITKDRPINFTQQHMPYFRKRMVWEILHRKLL
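Test system: human SENP1 catalytic domain; medium: Tris pH 8 buffer plus EDTA, NaCl, BME, BSA, NP40, catalase; incubation: 50 min reaction at room temperature; technique: FRET, CFP and YFP emission; controls: no-enzyme low control and enzyme-plus-DMSO high control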
NR3A LBD binder – modulates the human NR3A ligand-binding domain; Tm shift relative to glycine control, % at 25 µM; NR3A LBD differential scanning fluorimetry, Tm shift; 0% = protein alone, 100% = glycine-bound protein; 340,000 compounds, 2.5% hits; AID 1259313;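 active = melting temperature shift of at least 10% of the positive control shift, at one fixed dose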
MPTP inh – blocks calcium-induced mitochondrial swelling; inhibition, % at 10 µM; 360,000 compounds, 1.4% hits; isolated mouse mitochondria, Ca2+ swelling absorbance, 30 min; AID 602449;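 active = inhibition of 50% or more, scaled per plate between neutral and stimulator controls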;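 note: 0% = DMSO wells given calcium and 100% = 1 mM EGTA wells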
ATG4B inh – blocks human ATG4B protease cleavage of LC3 substrate; ATG4B cleavage of LC3-PLA2, NBD-HPC fluorescence, 1 h; inhibition, % at 8.33 µM; 340,000 compounds, 0.51% hits; in the data active = inhibition above about 40%
PfG6PD inh – PfG6PD (Plasmodium falciparum) enzyme inhibition | PfGluPho enzyme, NADPH resazurin-diaphorase fluorescence | inhibition, % at 20 µM | 350,000 compounds, 0.78% hits | AID 504690;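 active = inhibition reaching at least a set limit at 20 µM in the primary screen, cut at about 59% in these data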;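 note: 0% = DMSO wells with substrate and 100% = DMSO wells lacking glucose-6-phosphate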
Active calls of the source: *; / = no result given. Rows were taken by chance; overall some 6.7% were active at least once.

entry	mol	ATG4B inh	MPTP inh	SENP8 block	hIAP act	PfG6PD inh	SENP1 FRET inh	NR3A LBD binder	SENP6 block
1	O=C(Nc1ccc(F)cc1F)c1cc(=O)n(-c2ccccc2)c(=O)[nH]1	-13	7.4	-25	1.3	4	-1	-1	8
2	COc1ccc(CN2CCc3ccc(NC(=O)CCc4ccccc4OC)cc3C2)c(O)c1	14	1.5	8	1.2	12	9	-8	-15
3	CC(C)(C)N(Cc1ccccc1)C(=O)COC(=O)/C=C/c1ccc2c(c1)OCO2	0	-0.8	-364	1	-4	0	0	2
4	CCN1C(=O)CSC1=Nc1ccc(OC)cc1	-1	-0.9	5	1.1	-6	2	-2	-7
5	CN(C)S(=O)(=O)c1cccc(NC(=O)CCCC2CCCCC2)c1	-3	4.6	13	1.5	28	0	-6	-15
6	CCOc1ccc(-c2nnn(CC(=O)c3ccc4c(c3)OCCO4)n2)cc1	11	0.4	9	0.89	-5	1	-38	-1
7	Cc1ccc(CSCCNS(C)(=O)=O)cc1	-11	-0.5	12	1	-3	4	1	0
8	CC(C)COC(=O)NCC12C=CC(O1)C1C(=O)N(c3ccc(Cl)cc3)C(=O)C12 (stereo not given)	-15	85*	13	1.1	23	-3	3	-4

More structures:
entry	mol	ATG4B inh	MPTP inh	SENP8 block	hIAP act	PfG6PD inh	SENP1 FRET inh	NR3A LBD binder	SENP6 block
9	O=C(c1ccco1)N1CCN(Cc2cccc(F)c2)CC1	-15	0.9	13	0.93	-1	0	0	-2
10	O=C1NC2c3c(I)sc(I)c3C(=O)C2O1 (stereo not given)	-6	1.0	-23	/	21	48	1	/
11	COc1ccccc1N1CCN(/N=C/c2ccc([N+](=O)[O-])cc2)CC1	2	-0.7	34	0.98	14	-2	2	68*
12	Cc1ccc2nc(NC(=O)CN3CCN(c4ccccn4)CC3)sc2c1	-3	-0.6	10	1.2	-5	1	1	-12
13	Cn1cccc1C(=O)NCCc1ccc(Cl)cc1	0	0.2	-2	0.98	3	0	-1	62*
14	CC1(C2(O)CCCCC2)NCCc2ccccc21 (stereo not given)	-1	0.5	8	0.95	-9	2	-2	2
15	N/C(=N\OC(=O)CCCN1C(=O)c2ccccc2C1=O)c1ccc(Br)cc1	4	-2.4	17	1.1	6	0	2	4
16	CCOC(=O)COc1cccc2c(=O)n(CC(=O)NCc3ccc(F)cc3)ccc12	-9	1.0	-44	1.1	-5	3	2	-2

Sorted by value in SENP1 FRET inh (low to high): 4 from the list above.
entry	Molecule	SENP1 FRET inh
11	COc1ccccc1N1CCN(/N=C/c2ccc([N+](=O)[O-])cc2)CC1	-2
15	N/C(=N\OC(=O)CCCN1C(=O)c2ccccc2C1=O)c1ccc(Br)cc1	0
16	CCOC(=O)COc1cccc2c(=O)n(CC(=O)NCc3ccc(F)cc3)ccc12	3
10	O=C1NC2c3c(I)sc(I)c3C(=O)C2O1 (stereo not given)	48

The listing continues.
entry	mol	ATG4B inh	MPTP inh	SENP8 block	hIAP act	PfG6PD inh	SENP1 FRET inh	NR3A LBD binder	SENP6 block
17	CC(C)NC(=O)Nc1cccc(Cl)c1	1	1.5	8	1.1	-5	2	0	-15
18	CC1=Nc2ccc(Br)cc2C(c2ccccc2)N1CC(=O)NN (stereo not given)	-4	-0.9	6	0.84	14	0	-2	-17
19	COc1cc(CCCN2C(=O)C(=O)NC[C@@H]2Cc2ccc(O)cc2)cc(OC)c1OC	-11	-1.3	16	1.1	-10	0	0	-25
20	C#CCOCCOCCOCCNc1nc(N2CCOCC2)nc(N2CCN(C(=O)[C@H](CCCCN)n3cc(CN)nn3)CC2)n1	-4	-0.4	21	1	8	-5	-1	-5
21	COc1ccc2cc(-c3[nH]ncc3CN3C[C@@H]4CCC[C@H]3C4)ccc2c1	-1	-0.6	-37	1.2	0	-1	1	3
22	C#CCOCCOCCOCCNc1nc(N2CCN(C(=O)[C@H](CCCN=C(N)N)n3cc(C(N)[C@@H](C)CC)nn3)CC2)nc(N2CCN(C(=O)[C@H](CCC(=O)O)n3cc([C@@H](N)[C@H](C)CC)nn3)CC2)n1 (stereo not given in full)	-6	0.3	6	1	-2	-1	2	-7
23	O=C(c1ccco1)N1CCN(c2ncnc3c2nnn3Cc2ccccc2Cl)CC1	16	0.1	17	0.99	-17	1	-2	10
24	CCCSCCCNC(=O)c1ccc(C)c(NC(=O)C2=C(C)OCCS2)c1	-5	-1.4	6	0.94	13	-1	8	-25

One compound at a time, from the list above. Order of screens: ATG4B inh, MPTP inh, SENP8 block, hIAP act, PfG6PD inh, SENP1 FRET inh, NR3A LBD binder, SENP6 block
CC1=Nc2ccc(Br)cc2C(c2ccccc2)N1CC(=O)NN (stereo not given) is listed with -4, -0.9, 6, 0.84, 14, 0, -2, -17
CC(C)NC(=O)Nc1cccc(Cl)c1 is listed with 1, 1.5, 8, 1.1, -5, 2, 0, -15

(listing goes on)
entry	mol	ATG4B inh	MPTP inh	SENP8 block	hIAP act	PfG6PD inh	SENP1 FRET inh	NR3A LBD binder	SENP6 block
25	Cc1ccc(C2(C)NC(=O)N(CC(=O)c3ccc4c(c3)OCCO4)C2=O)cc1 (stereo not given)	-4	-0.2	3	0.86	-14	-5	-2	0
26	CCOC(=O)Nc1ccc2c(c1)N(C(=O)CN1CCN(C)CC1)c1ccccc1S2	-3	-1.2	10	1.2	-2	-2	0	-9
27	Nn1c(SCC(=O)NC(=O)NCc2ccccc2)nnc1C1CC1	32	-0.3	2	1	15	0	1	7
28	COc1ccc(S(=O)(=O)n2nc(-c3cc(OC)c(OC)c(OC)c3)cc2N)cc1OC	-7	-0.4	7	1.1	11	2	-2	-5
29	O=C1OC(C(=O)O)Cc2ccccc21 (stereo not given)	-2	0.5	7	1.1	-16	2	2	-15
30	O=C(Nc1ccccc1)c1ccc(OC(=O)c2cc3ccccc3o2)cc1	10	-2.3	7	0.95	-25	2	-7	-10
31	CC1=C(C(=O)c2ccccc2)C(c2ccc(OC(F)F)cc2)NC(=S)N1 (stereo not given)	-6	-1.9	17	0.93	8	3	-1	-9
32	COc1ccc(C2Nc3ccccc3C(=O)N2NS(=O)(=O)c2ccccc2)cc1 (stereo not given)	-2	-0.8	-397	0.98	-5	-1	-2	1

Remaining list, next part.
entry	mol	ATG4B inh	MPTP inh	SENP8 block	hIAP act	PfG6PD inh	SENP1 FRET inh	NR3A LBD binder	SENP6 block
33	CCN(CC)C(=O)COc1ccc(/C=N/NC(=O)c2cc(-c3ccccc3OC)nc3ccccc23)cc1OC	-15	3.0	-56	0.99	-4	-1	-2	-6
34	CC(=O)NC(Cc1ccccc1)C(=O)N1CCN(C(=O)c2cccs2)CC1 (stereo not given)	-3	-2.2	12	0.89	3	1	-2	5
35	Cc1nc2c(C)cccn2c1/C(O)=C1\C(=O)C(=O)N(CCN(C)C)C1c1ccco1 (stereo not given)	4	-0.6	20	0.95	-13	-13	-2	8
36	CCOCCOC(=O)c1ccc(NC(=O)c2cc(OC)c(OC)c(OC)c2Br)cc1	-7	-0.5	10	1.1	8	2	5	-6
37	N#Cc1ccc(OCC(=O)Nc2ccccc2NS(=O)(=O)c2cccs2)cc1	-11	3.9	10	1.1	-14	1	-13	-19
38	COc1cccc(-c2nnc(-c3ccc4ccccc4c3)o2)c1	-10	0.6	-349	/	30	3	-7	/
39	O=C(CN1CCN(C(=O)c2cncn2-c2ccccc2)CC1)Nc1ccccc1Cl	0	-3.1	7	0.79	-10	3	1	-2
40	S=C(Nc1ccc(Br)cc1Cl)N1CCC2(CC1)OCCO2	1	-1.9	0	1.1	-9	1	-2	-6

Continuation:
entry	mol	ATG4B inh	MPTP inh	SENP8 block	hIAP act	PfG6PD inh	SENP1 FRET inh	NR3A LBD binder	SENP6 block
41	CN(CC(=O)Nc1cccc(F)c1)CC(=O)Nc1cccc(S(=O)(=O)N2CCCCC2)c1	-16	1.7	4	1.2	10	2	-4	17
42	COc1cccc2cc(-c3nc4ccccc4[nH]3)c(=O)oc12	4	-0.1	-290	0.96	13	-27	0	50
43	Cc1cccc(C(=O)Oc2cc(C)[nH]c(=O)c2[N+](=O)[O-])c1	-5	-2.7	20	0.87	7	0	2	-8
44	O=C1NC(=O)N(Cc2ccccc2)C1=O	-3	0.4	18	1.2	0	4	0	-10
45	COCCNC(=O)c1ccc2c(=O)n(Cc3ccco3)c(SCC(=O)Nc3ccc(OC)cc3OC)nc2c1	1	-0.1	4	1.1	-1	0	3	-4
46	Cc1cc(C)nc(N2CCC(C(=O)Nc3ccc4c(c3)CCC4)CC2)n1	-8	-1.6	-4	1	-4	1	-3	-19
47	C=CCn1nc(-c2ccccc2)c(N2CCCCC2)cc1=O	-6	1.6	10	0.9	-5	0	-5	14
48	CC1CCC2(CC1)NC(=O)N(CC(=O)N1CCN(S(=O)(=O)c3ccc4c(c3)CCC4)CC1)C2=O (stereo not given)	-14	1.0	8	1	3	0	1	-6

Sorted by count of non-hydrogen atoms (descending): some entries from above
entry	mol	ATG4B inh	MPTP inh	SENP8 block	hIAP act	PfG6PD inh	SENP1 FRET inh	NR3A LBD binder	SENP6 block
48	CC1CCC2(CC1)NC(=O)N(CC(=O)N1CCN(S(=O)(=O)c3ccc4c(c3)CCC4)CC1)C2=O (stereo not given)	-14	1.0	8	1	3	0	1	-6
42	COc1cccc2cc(-c3nc4ccccc4[nH]3)c(=O)oc12	4	-0.1	-290	0.96	13	-27	0	50
44	O=C1NC(=O)N(Cc2ccccc2)C1=O	-3	0.4	18	1.2	0	4	0	-10

Carrying on:
entry	mol	ATG4B inh	MPTP inh	SENP8 block	hIAP act	PfG6PD inh	SENP1 FRET inh	NR3A LBD binder	SENP6 block
49	COc1ccccc1-n1nnnc1S(=O)(=O)Cc1ccc(Cl)cc1	-3	0.7	18	0.98	15	3	-2	-14
50	CN(C)S(=O)(=O)c1cccc(-c2nn(-c3ccccc3)cc2/C=C(/C#N)C(=O)NCc2ccco2)c1	-4	-1.3	-36	0.97	9	0	16*	-13
51	Fc1ccc(CN2CCCN(C(=S)Nc3ccc(F)cc3)CC2)cc1	0	-0.8	21	0.99	13	2	-2	-7
52	Oc1ccc(/C=N/Nc2nc(N3CCCC3)nc(N3CCCC3)n2)cc1O	-12	1.4	-30	1.4	21	-2	-1	-13
53	COc1cccc(-n2c(=O)n(Cc3ccccc3)c(=O)c3[nH]cnc32)c1C	2	-1.5	12	1.1	-3	0	0	2
54	COC(=O)c1cc(CSc2nnc(NC3CCCCC3)s2)oc1C	-2	47	10	1.1	6	0	0	-1
55	O=C(CCn1cnnn1)Nc1ccc(F)cc1	-3	5.7	-1	0.94	-8	0	0	-5
56	COc1cccc(-c2nn3c(-c4cccc(C)c4)nnc3s2)c1	1	0.1	20	0.87	2	2	-8	-11

New compounds follow:
entry	mol	ATG4B inh	MPTP inh	SENP8 block	hIAP act	PfG6PD inh	SENP1 FRET inh	NR3A LBD binder	SENP6 block
57	Cc1cccc(NC(=S)N2CCC(NC(=O)c3cccc(F)c3)CC2)c1	-4	-0.2	3	1	-5	3	0	1
58	CCc1cccc(C)c1NC(=O)c1ccccc1	-3	0.3	8	0.77	4	0	0	-7
59	COc1ccc(CN2CCC(CNS(=O)(=O)c3cccc(C(F)(F)F)c3)CC2)cc1	6	0.5	9	0.76	-6	-2	-2	-13
60	CCOC(COC(=O)c1ccccc1C(=O)O)c1ccccc1 (stereo not given)	/	-0.4	12	/	-19	3	/	/
61	CCOc1ccc(C2C3=C(CCCC3=O)OC(N)=C2[N+](=O)[O-])cc1 (stereo not given)	-4	3.0	18	0.97	10	-1	1	-7
62	O=C(Nc1nnc(S(=O)(=O)N2CCCCCC2)s1)c1ccc(Br)cc1	-7	60*	-178	1.3	72*	1	-2	2
63	O=C(CCc1ccc(S(=O)(=O)NCc2ccccc2)cc1)NCc1ccco1	-6	1.5	10	1.1	0	2	4	2
64	CCc1cccc(CC)c1N(COC)C(=O)Cn1cnc2ccccc21	2	0.5	26	1.2	-18	-1	0	2
65	Cc1cc(C)n(-c2nc3c(c(=O)n(C)c(=O)n3C)n2C)n1	4	-3.0	15	1.2	14	0	0	-10
